Screens as filed in PubChem BioAssay.
m5-HT2A agonist – agonists of mouse serotonin 5-HT2A receptor (HTR2A). P35363. CHO-K1 mHTR2A beta-arrestin complementation, luminescence; percent of 30 µM serotonin response. activation, % at 7.6 µM. 360,000 tested, 0.66% active;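 active = activation above a run cutoff, the mean activation of all tested compounds plus 3 SD, cut at about 14% in these data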;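 note: 0% = plate median of compound wells and 100% = 30 µM serotonin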
NCOA2 inhibitor – human SRC2 (NCOA2) inhibition; HEK293 GAL4-SRC2 luciferase reporter, luminescence; inhibition, % at 9 µM; 370,000 tested, 0.17% active; AID 651957;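 active = inhibition above the mean inhibition of all tested compounds plus 3 SD, set per campaign, cut at about 52% in these data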;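 note: 0% = DMSO treated cells and 100% = cells given Gossypol at 36 µM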
Target sequence (Q15596 whole entry, looked up, the tested form may be a part): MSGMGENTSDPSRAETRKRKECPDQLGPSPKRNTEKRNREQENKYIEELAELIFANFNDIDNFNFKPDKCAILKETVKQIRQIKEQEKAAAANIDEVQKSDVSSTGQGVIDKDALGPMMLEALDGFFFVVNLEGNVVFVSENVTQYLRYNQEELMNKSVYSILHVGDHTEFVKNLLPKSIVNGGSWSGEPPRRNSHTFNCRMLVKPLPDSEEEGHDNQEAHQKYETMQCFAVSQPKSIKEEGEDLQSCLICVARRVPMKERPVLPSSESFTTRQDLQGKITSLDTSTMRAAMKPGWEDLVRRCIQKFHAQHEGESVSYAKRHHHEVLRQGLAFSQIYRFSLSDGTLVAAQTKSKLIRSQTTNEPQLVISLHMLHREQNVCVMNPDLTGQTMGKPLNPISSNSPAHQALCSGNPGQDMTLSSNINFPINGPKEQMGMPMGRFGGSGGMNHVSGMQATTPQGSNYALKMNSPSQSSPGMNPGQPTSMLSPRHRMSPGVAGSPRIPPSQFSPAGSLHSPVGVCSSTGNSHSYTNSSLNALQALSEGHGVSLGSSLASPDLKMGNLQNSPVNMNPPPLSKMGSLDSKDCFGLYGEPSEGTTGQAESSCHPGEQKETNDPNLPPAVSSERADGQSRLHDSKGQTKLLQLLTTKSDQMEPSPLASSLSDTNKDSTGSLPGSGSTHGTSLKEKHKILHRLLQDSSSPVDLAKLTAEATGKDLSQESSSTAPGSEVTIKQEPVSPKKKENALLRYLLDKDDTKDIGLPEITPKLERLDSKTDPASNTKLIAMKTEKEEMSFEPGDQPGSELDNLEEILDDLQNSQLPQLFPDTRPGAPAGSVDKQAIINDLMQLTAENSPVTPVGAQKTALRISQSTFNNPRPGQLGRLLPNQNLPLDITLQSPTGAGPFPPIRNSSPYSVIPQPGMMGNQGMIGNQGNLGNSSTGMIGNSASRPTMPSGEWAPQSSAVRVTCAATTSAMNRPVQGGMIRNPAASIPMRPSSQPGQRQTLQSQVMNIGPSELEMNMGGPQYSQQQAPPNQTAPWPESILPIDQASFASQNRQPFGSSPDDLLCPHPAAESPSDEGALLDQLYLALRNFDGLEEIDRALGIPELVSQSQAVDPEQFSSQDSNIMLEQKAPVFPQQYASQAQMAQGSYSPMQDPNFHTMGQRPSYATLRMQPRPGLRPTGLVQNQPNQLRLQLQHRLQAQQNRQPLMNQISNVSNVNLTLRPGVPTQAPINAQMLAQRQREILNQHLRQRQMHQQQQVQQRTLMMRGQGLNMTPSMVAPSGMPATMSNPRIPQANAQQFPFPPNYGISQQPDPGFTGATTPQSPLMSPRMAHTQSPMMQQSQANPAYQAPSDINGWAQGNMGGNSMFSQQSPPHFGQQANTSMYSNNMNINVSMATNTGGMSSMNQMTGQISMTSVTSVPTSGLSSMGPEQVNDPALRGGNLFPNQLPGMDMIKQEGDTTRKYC
MC4R ag barr – activates human MC4R beta-arrestin recruitment. AID 540308. 360,000 tested, 0.98% active. U2OS MC4R beta-arrestin complementation, luminescence; percent of melanotan II response, DMSO zero. activation, % at 8.9 µM;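 active = activation above a per-plate cutoff, the mean activation of sample wells on that plate plus 3 SD, cut at about 8% in these data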
ABHD5 PLIN5 PPI – ABHD5-PLIN5 protein interaction inhibition; Q00G26+Q8WTS1; Split G. princeps luciferase complementation, luminescence, 4 h; inhibition, % at 4 µM; 360,000 tested, 0.78% active; AID 602281;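 active = inhibition above the mean inhibition across every tested compound plus 3 SD, cut at about 22% in these data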;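 note: 0% = DMSO only wells and the 100% control is not disclosed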
ABCB6 inh 2 – inhibitors of human ABC transporter ABCB6; K562-ABCB6 porphyrin accumulation, flow cytometry, 1 h; hits give low values; fluorescence ratio to DMSO, % at 10 µM; Q9NP58; 360,000 tested, 0.19% active;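 active = fluorescence ratio to DMSO below 75%, the collection mean minus 3 SD; inconclusive = too few cells collected in the well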;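 note: signal is porphyrin accumulated inside mitochondria; 100% equals median channel fluorescence of DMSO control wells; lower ratio means ABCB6 inhibition with less porphyrin fluorescence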
H9c2 protect – modulators protecting cardiomyocytes from myocardial damage. H9c2 cardiomyocytes, H2O2 injury protection, ATPLite, 2 h. protection from H2O2 cell death, % at 20 µM. 360,000 tested, 0.63% active. AID 588492;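 active = compounds giving at least 50% protection of heart cells from peroxide-induced death in the single-dose screen, raw or plate-pattern-corrected value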;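 note: 0% = DMSO wells with peroxide and 100% = DMSO wells without peroxide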
NOD2-RIPK2 inh – NOD2-RIPK2 protein interaction inhibition; AID 624267; inhibition, % at 4.98 µM; 360,000 tested, 0.38% active; O43353; CHO BLA complementation NOD2-RIPK2, CCF4 ratio; in the data active = inhibition above about 21%;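 note: 0% = vehicle only and 100% = reference blocker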
TLR9-MyD88 inh – blocks human TLR9 binding to MyD88; 340,000 tested, 0.21% active; Q9NR96+Q99836; inhibition, % at 4.98 µM; AID 504734; CHO BLA complementation TLR9-MyD88, CCF4 FRET ratio;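 active = inhibition above the mean over all tested compounds plus 3 SD, cut at about 21% in these data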;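 note: 0% = DMSO only wells and 100% = clavulanate BLA inhibitor control wells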
MC4R antagonist – blocks human MC4R cAMP signaling | inhibition, % at 6.5 µM | MC4R-expressing cells, MTII-stimulated cAMP, LANCE TR-FRET | AID 540295 | P32245 | 360,000 tested, 0.48% active;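 active = inhibition above its plate's cutoff, the mean of tested wells on that plate plus 3 SD, cut at about 29% in these data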;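 note: 0% = Melanotan II alone and 100% = Melanotan II plus saturating MCL0020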
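Assay system: U2OS-MC4R stable cell line; Also added: Melanotan II; Technique: Eu-cAMP/anti-cAMP TR-FRET, emission 671 nm; Times: 30-min compound, 1-h challenge, 1-h detection, room temperature.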
N-glyco inh – N-linked glycosylation inhibition; D54 ERlucT glycosylation luciferase reporter, 24 h; percent of 100 nM tunicamycin response; reporter increase, % at 12.5 µM; 360,000 tested, 0.23% active;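 active = mean luciferase reporter signal, scaled so untreated is 0 and the glycosylation-blocking control 100, at or above a set limit in every replicate; inconclusive = mean reaches the limit but not every replicate does; inactive = mean below the limit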;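 note: luciferase carries N-glycosylation sites so blocking glycosylation raises the light; 0% = median of neutral control wells and 100% = median of 100 nM tunicamycin wells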
* hit, by the source's call; ? = inconclusive; nt = not tested or not shown. These rows are one share of the data; rates above refer to the full screens.

SMILES	m5-HT2A agonist	NCOA2 inhibitor	MC4R ag barr	ABHD5 PLIN5 PPI	ABCB6 inh 2	H9c2 protect	NOD2-RIPK2 inh	TLR9-MyD88 inh	MC4R antagonist	N-glyco inh
CC(C)(C)c1nc(SCC(=O)NCc2ccco2)c2ccccc2n1	2	9	-1.0	16	95	5	-2	4	-3	3
O=C(NCc1ccc(F)cc1)Nc1nnc([C@@H]2C[C@H](O)[C@@H](CO)O2)s1	1	-7	-2.0	-5	?	14	-5	nt	7	0
COc1cccc(C2(c3cccc(OC)c3)CC2C(=O)Nc2cccc3ccccc23)c1 (stereo not given)	-4	-20	9.6*	0	98	-2	-1	-14	10	-1
C=CCSc1nnc(NC(=O)c2cn(CC)c3nc(C)ccc3c2=O)s1	2	-7	-0.2	-3	99	2	1	-6	1	2
CC(=O)N(OCc1ccc(OC(C)C)c(Cl)c1)C(C)=O	5	-4	-0.7	-3	95	4	6	5	16	0
Cn1c(N)c(C(=O)COC(=O)c2ccccc2NCc2ccco2)c(=O)n(C)c1=O	-2	-23	-3.2	4	104	14	4	-7	8	4
Cc1ccc(C)c(NC(=O)CCC(=O)NNC(=O)COc2cc(C)ccc2C)c1	7	14	-0.3	3	96	0	-8	-11	16	1
COC(=O)CC(NC(=O)c1ccco1)c1ccc(C(C)C)cc1 (stereo not given)	-9	11	-0.5	-1	96	4	4	-3	14	-3
CN(C)S(=O)(=O)c1ccc(C(=O)OCC(=O)Nc2cccnc2Cl)cc1	0	16	0.9	0	88	10	5	5	-3	-1
Cc1nn(Cc2ccc(C(=O)Nc3ccccc3F)cc2)c(C)c1Cl	-7	9	-1.4	-2	101	6	-2	0	9	-1
Cn1ccnc1SCC(=O)c1ccc(C#N)cc1	-2	-2	-2.3	-1	97	8	8	-3	-3	1
CC(C)CCN1CCN(CCCn2cccn2)CC1CCO (stereo not given)	5	-3	-2.1	0	104	-4	-12	-7	-2	3
COc1ccccc1NC(=O)NNC(=O)c1ccc2c(c1)NC(=O)C(C)(C)O2	1	-6	0.0	8	98	2	-5	0	-8	-1
CC(=O)Nc1nc2n(n1)C(c1ccc(Cl)cc1)C=C(C)N2 (stereo not given)	-3	-5	-1.1	2	105	-2	4	0	8	1
O=C(Nc1ccc(C(=O)c2ccc(C(=O)O)c(C(=O)O)c2)cc1)c1ccccc1	0	6	-2.0	4	99	8	-9	-11	3	0
CSc1ccccc1NC(=O)CN1CCCCC1C (stereo not given)	1	-14	1.3	6	96	-6	-1	-5	3	-2
O=C(O)C1C(c2ccccc2)C(C(=O)Oc2ccccc2)C1c1ccccc1 (stereo not given)	-1	-25	-1.9	-1	102	2	8	-1	1	4
CC(=O)NC12CC3CC(C1)CC(C(=O)N1CCN(S(=O)(=O)c4cccc([N+](=O)[O-])c4)CC1)(C3)C2	-3	4	0.1	9	95	5	4	3	8	0
CC(C)(c1ccccc1)c1ccc(OCC2CO2)cc1 (stereo not given)	4	-28	2.7	-7	93	-3	-1	-1	5	0
CC1Nc2ccccc2C(=O)N1NS(C)(=O)=O (stereo not given)	4	20	-1.4	3	101	-6	1	-6	17	2
COc1ccc(C(=O)NCCOc2cccc(Oc3ccccc3)c2)cc1OC	5	-9	1.2	-7	97	-7	-5	-6	-4	0
c1ccc2c(NC3C4CC5CC(C4)CC3C5)nc(N3CCOCC3)nc2c1 (stereo not given)	-1	24	0.0	-2	97	-11	-2	2	19	0
COc1cc(NC(=O)c2cccs2)c(OC)cc1NC(=O)CCC(=O)Nc1ccc2ncccc2c1	-4	11	1.2	6	86	18	-1	8	1	-1
CCNc1nc(NCC)n2c(SCC(=O)Nc3ccc(Br)cc3F)nnc2n1	-2	-21	-2.5	-15	98	-4	-2	6	-5	3
COc1cccc(CN(C)C[C@@H]2OCc3cnnn3CCCC(=O)N([C@@H](C)CO)C[C@H]2C)c1	-2	-5	-0.3	6	101	-1	-2	-6	-6	3
CCN1CCN(CCC(=O)Nc2ccccc2C)CC1	4	6	-0.7	2	102	1	5	-1	-2	0
Cc1nnc(NC(=O)C2CC(=O)N(Cc3ccccc3)C2)s1 (stereo not given)	0	-13	-3.2	4	91	0	-5	-4	3	4
COc1ccc(NS(=O)(=O)c2ccc(C(=O)N3CCCCCC3)cc2)cc1	5	25	0.3	-2	92	-10	3	2	5	0
COc1ccccc1-n1cc(-c2ccc([N+](=O)[O-])cc2)[nH]c1=S	-1	3	-2.2	-11	96	-1	8	-9	-1	-2
CCOC(=O)C1=CCN(S(=O)(=O)c2ccccc2Cl)C1c1ccccc1 (stereo not given)	-5	-1	nt	-2	95	4	-1	nt	nt	0
O=C1NC(c2ccccc2)=C(c2ccc3ccccc3n2)C(c2ccc(F)cc2)N1 (stereo not given)	-1	-25	-1.2	-7	106	-13	0	-5	6	1
C=CCCC(=O)N1CCC(Oc2cccc(C(=O)NCc3ccccn3)c2)CC1	5	14	-1.4	5	103	0	-12	-11	3	0
CC(=O)c1ccc(OCC(=O)Nc2ccccc2C(=O)NC2CC2)cc1	4	2	-0.3	0	97	5	-2	1	-2	1
Cc1c(C(=O)OC(C)C(C)C[N+](C)(C)C)oc2ccccc12 (stereo not given)	2	-22	-1.7	0	nt	-3	-3	1	5	0
Cc1ccc(-c2nc3ccccc3s2)cc1NC(=S)NC(=O)/C=C/c1ccco1	-2	-48	0.4	3	98	3	-21	6	-6	5
CC1CCCCN1C(=O)Cc1ccc(F)cc1 (stereo not given)	-5	-8	-2.0	3	96	-2	-6	-12	5	-2
COc1ccc(C)cc1NC(=O)c1cc(C2CC2)nc2c1c(C)nn2C1CCS(=O)(=O)C1 (stereo not given)	5	2	-1.1	-4	103	10	-23	-7	8	0
CCCCSc1nc(C)[nH]c1[N+](=O)[O-]	2	-3	-1.1	7	102	5	9	-10	-3	4
OCc1ccccc1NC(=S)Nc1cccnc1	-2	16	-0.6	-13	110	2	12	-4	-4	-2
CCOc1ccc(N(CC(=O)NCc2ccc(Cl)cc2)S(=O)(=O)c2ccccc2)cc1	3	-12	1.0	1	98	-2	4	-13	-1	-8
COc1ccc(CNS(=O)(=O)c2ccc(-n3cccn3)cc2)cc1	9	-17	0.2	-1	101	-4	-4	0	12	0
CCOC(=O)c1nc2ccc(C)cc2c2c1C1CC(c3c(Cl)cccc31)N2C(=O)OCc1ccccc1 (stereo not given)	3	-5	0.6	-4	92	-5	-5	-6	10	-8
O=C(CCN1CCOCC1)N/N=C/c1cc(Br)cc(Br)c1O	-13	-1	-2.1	4	100	43	13	-3	5	4
CCC1CCCCN1C(=O)COC(=O)c1ccc(S(=O)(=O)N2CCOCC2)cc1 (stereo not given)	0	1	-1.0	0	102	0	-18	-3	1	2
CN(CC(=O)NC(c1ccccc1)c1ccccc1)Cc1nc2ccccc2c(=O)[nH]1	-1	-26	1.0	5	101	16	-11	6	18	4

Nothing new here: entries from further up.
SMILES	m5-HT2A agonist	NCOA2 inhibitor	MC4R ag barr	ABHD5 PLIN5 PPI	ABCB6 inh 2	H9c2 protect	NOD2-RIPK2 inh	TLR9-MyD88 inh	MC4R antagonist	N-glyco inh
CCCCSc1nc(C)[nH]c1[N+](=O)[O-]	2	-3	-1.1	7	102	5	9	-10	-3	4
OCc1ccccc1NC(=S)Nc1cccnc1	-2	16	-0.6	-13	110	2	12	-4	-4	-2

(cont.)
SMILES	m5-HT2A agonist	NCOA2 inhibitor	MC4R ag barr	ABHD5 PLIN5 PPI	ABCB6 inh 2	H9c2 protect	NOD2-RIPK2 inh	TLR9-MyD88 inh	MC4R antagonist	N-glyco inh
Cn1c2c(c(=O)n(C)c1=O)C1c3cc(Cl)ccc3OCC1CO2 (stereo not given)	1	-11	0.4	1	100	-19	-9	5	0	0
Cc1ccc(OCCSc2nc3ccccc3n2CC(=O)O)cc1C	3	9	-0.9	3	106	-2	5	-20	-4	-1
O=C(Nc1c(F)cccc1F)c1cnc(N2CCN(c3ccccn3)CC2)c2ccccc12	0	1	1.1	3	92	41	0	-7	-1	-4
CC(C)Cn1c(N2CCN(CC(=O)Nc3ccc(Cl)cc3)CC2)nc2ccccc21	-9	9	0.2	4	91	-6	-2	2	-7	-2
COc1ccc(NC(=O)Nc2ccc3c(c2)CCC3)cc1OC	-3	-30	2.2	-1	100	-1	2	5	1	0
CCC(Sc1ccc(C(=O)O)cc1)C(=O)O (stereo not given)	1	-8	0.0	3	95	0	-13	-8	1	2
O=C(NCc1ccco1)c1cc(-c2cccs2)nc2ccccc12	-1	17	-0.9	9	100	6	4	5	0	0
C[C@@H]1CN([C@@H](C)CO)C(=O)c2cc(NC(=O)Nc3ccc(F)cc3)ccc2O[C@@H]1CN(C)Cc1ccc(Oc2ccccc2)cc1	-6	-30	2.2	6	101	-2	12	1	2	-8
CC(C(=O)NCc1ccc2c(c1)OCO2)c1ccc([N+](=O)[O-])cc1 (stereo not given)	7	9	-1.4	-2	98	-4	3	-7	-4	0
O=S(=O)(c1ccc(Br)c2ccccc12)N1CCCC1	-1	9	-0.9	4	97	-6	3	6	6	-4
COC(=O)c1ccc(CSc2nc(N3CCOCC3)c3c(c2C#N)CC(C)(C)OC3)o1	0	9	-3.5	3	102	22	-14	-1	12	1
Nc1[nH][nH]c(=O)c1N=Nc1cccc(Cl)c1	5	-20	-3.9	3	90	-1	8	5	0	6
CSc1ccc(CN(C)C(C)C(=O)NCC2CCCCC2)cc1 (stereo not given)	-5	-21	5.6	5	96	3	-3	1	0	-1
COc1ccc(CCNC(=O)/C=C/c2ccc3ccccc3n2)cc1OC	-1	23	0.6	25*	96	1	-8	12	-5	-7
O=C(O)c1ccccc1SCC(=O)N1CCOCC1	2	5	-1.3	6	104	5	-2	8	5	0
CC(C)(C)c1csc(NC(=O)c2ccncc2)n1	-2	-28	-1.8	-3	97	-13	-1	2	15	-1
CCOc1ccc(C2=Nn3c(nnc3-c3ccc(OC)cc3)SC2)cc1	1	-11	0.8	5	106	1	-1	0	-25	12
CCOC(=O)C(C)(C)N(Cc1cccc(C)c1)S(=O)(=O)c1cccc([N+](=O)[O-])c1	-3	18	0.0	4	95	-2	-8	11	5	-3
CC(CCO)Nc1nc2c(c(=O)n(C)c(=O)n2C)n1Cc1cccc(Br)c1 (stereo not given)	1	-5	0.9	-1	98	42	-14	-6	14	0
CCCn1c(N)c(C(=O)CSc2nnc3ccccn23)c(=O)[nH]c1=O	-3	-1	-0.6	-1	94	10	-15	3	-2	0
CS(=O)(=O)NCCn1ccc2ccccc21	-6	-6	0.7	-2	98	1	-10	-12	3	0
CC(C)CN(CC(C)C)S(=O)(=O)N1CCC(C(=O)NCc2cccs2)CC1	5	24	2.2	7	96	4	-8	3	-2	-5
CN(CCc1ccccn1)C(=O)CCNC(=O)Cn1cnc2ccccc2c1=O	-2	-2	-1.5	1	102	-5	-6	2	2	1
C/C(=N\Nc1ncc(Cl)cc1Cl)c1ccc2c(c1)OCO2	3	-13	-2.9	-4	97	-10	5	10	21	2
